NALP1 yeast inh = NALP1 inflammasome inhibitors in reconstituted yeast, colorimetric, S. cerevisiae, triplicate retest; S. cerevisiae NALP1/ASC/caspase-1 growth, X-gal OD620, 72 h; inhibition, % at 10 µM; 280,000 compounds, 0.61% hits; AID 2071, 2009; in the data active = inhibition mostly above about 24%, no sharp cut-off; inactive = mostly below about 32%; note: some compounds called inactive have numbers as strong as hits
GPR7 antagonist = GPR7 receptor antagonists, primary screen, cell-based, fluorescence, single concentration; Neuropeptides B/W receptor type 1 (Homo sapiens), P48145; GPR7-expressing cells, fluorescence antagonist assay; inhibition, % at 4.4 µM; 290,000 compounds, 1.1% hits; AID 1861, 2009; in the data active = inhibition above about 16%, passing the limit was not always enough;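 note: cells stimulated with the agonist NPW; 0% = agonist with vehicle and 100% = vehicle without agonist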
OXTR ag = human OXTR agonists, primary screen, fluorescence, CHO-OTR cells, Fluo-8 calcium. Fluo-8 calcium fluorescence; normalized: DMSO 0%, oxytocin 100%. activation, % at 3 µM. 320,000 compounds, 0.32% hits. AID 2435, 2010;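 active = activation above the mean of all tested compounds plus 3 SD, cutoff set per screening run, cut at about 20% in these data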;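 note: peak over basal fluorescence ratio from a 100 s FLIPR kinetic read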
Target sequence (P30559 whole entry, looked up): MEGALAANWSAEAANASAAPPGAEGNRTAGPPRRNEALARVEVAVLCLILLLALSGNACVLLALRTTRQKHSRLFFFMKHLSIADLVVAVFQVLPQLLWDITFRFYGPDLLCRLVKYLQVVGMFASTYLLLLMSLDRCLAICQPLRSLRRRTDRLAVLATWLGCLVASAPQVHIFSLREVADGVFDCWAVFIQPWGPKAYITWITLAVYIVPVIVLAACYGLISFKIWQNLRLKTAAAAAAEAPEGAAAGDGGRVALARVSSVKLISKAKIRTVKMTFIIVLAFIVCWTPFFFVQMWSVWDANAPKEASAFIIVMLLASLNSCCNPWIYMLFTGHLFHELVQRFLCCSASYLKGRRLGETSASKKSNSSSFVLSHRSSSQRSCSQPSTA
FID counter = compounds displacing fluorescent DNA intercalator, primary screen, artefact control for HCV NS3 helicase inhibitor project, biochemical, FID fluorescence; 290,000 compounds, 0.17% hits; AID 1845, 2009; DNA fluorescent intercalator displacement; inhibition, % at 7.9 µM; in the data active = inhibition above about 37%;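 note: 0% = vehicle and 100% = reference compound; higher means more ethidium bromide displaced from hairpin DNA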
M18AAP inhibitor = PfM18AAP inhibitors, malaria aminopeptidase, primary screen, biochemical, QFRET, recombinant enzyme | M18 aspartyl aminopeptidase (Plasmodium falciparum 3D7) | H-Glu-NHMec fluorogenic cleavage | inhibition, % at 7.35 µM | 290,000 compounds, 1.2% hits | AID 1822, 2009;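 active = inhibition above the campaign mean inhibition over all tested compounds plus 3 SD, cut at about 28% in these data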;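 note: 0% = plate median of test compound wells and 100% = 2 mM ZnCl2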
MEKK2 mut-MEK5 = MEK5 binding signal on mutant MEKK2 PB1, primary screen, biochemical, multiplex bead flow cytometry, Alexa488-MEK5; Alexa488-MEK5 binding to MEKK2 mutant; AID 1530, 2009; percent response, % at 10 µM; 290,000 compounds, 0.35% hits; in the data active = percent response above about 24%, passing the limit was not always enough; note: inactives centre near 1; some results filed as inactive read as strong as hits; reference of the scale not given here
MEKK2wt PB1 HTS = modulators of MEK5 binding to wildtype MEKK2, primary screen, biochemical, multiplex bead flow cytometry, Alexa488-MEK5 | Mitogen-activated protein kinase kinase kinase 2 (Homo sapiens), Q9Y2U5 | Alexa488-MEK5 binding to MEKK2 WT; actives lie on both sides | 290,000 compounds, 1.1% hits | binding response (% of control), % at 10 µM; in the data active = binding response below about 67% or above about 130%
PHOSPHO1 inh = PubChem AID 1565. recombinant PHOSPHO1, absorbance phosphatase assay. inhibition, % at 13.3 µM. 290,000 compounds, 1.1% hits. Phosphoethanolamine/phosphocholine phosphatase (Homo sapiens), Q8TCT1; in the data active = inhibition above about 60%
MEKK3 PB1 HTS = modulators of MEKK3-MEK5 PB1 binding, primary screen, biochemical, wildtype MEKK3, multiplex bead flow cytometry, Alexa488-MEK5; Mitogen-activated protein kinase kinase kinase 3 (Homo sapiens), Q99759; bead-based flow cytometry, Alexa488-MEK5 binding to MEKK3; actives lie on both sides; 0 = blocked by unlabeled MEK5, 100 = vehicle; 290,000 compounds, 1.4% hits; binding response (% of control), % at 10 µM; AID 1529, 2009;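 active = binding response more than 3 SD above or below the average of its plate-row segment, actives on both sides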;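 note: Alexa488 bead fluorescence after subtracting the streptavidin-only scavenger bead signal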
Target sequence (Q99759 whole entry, looked up): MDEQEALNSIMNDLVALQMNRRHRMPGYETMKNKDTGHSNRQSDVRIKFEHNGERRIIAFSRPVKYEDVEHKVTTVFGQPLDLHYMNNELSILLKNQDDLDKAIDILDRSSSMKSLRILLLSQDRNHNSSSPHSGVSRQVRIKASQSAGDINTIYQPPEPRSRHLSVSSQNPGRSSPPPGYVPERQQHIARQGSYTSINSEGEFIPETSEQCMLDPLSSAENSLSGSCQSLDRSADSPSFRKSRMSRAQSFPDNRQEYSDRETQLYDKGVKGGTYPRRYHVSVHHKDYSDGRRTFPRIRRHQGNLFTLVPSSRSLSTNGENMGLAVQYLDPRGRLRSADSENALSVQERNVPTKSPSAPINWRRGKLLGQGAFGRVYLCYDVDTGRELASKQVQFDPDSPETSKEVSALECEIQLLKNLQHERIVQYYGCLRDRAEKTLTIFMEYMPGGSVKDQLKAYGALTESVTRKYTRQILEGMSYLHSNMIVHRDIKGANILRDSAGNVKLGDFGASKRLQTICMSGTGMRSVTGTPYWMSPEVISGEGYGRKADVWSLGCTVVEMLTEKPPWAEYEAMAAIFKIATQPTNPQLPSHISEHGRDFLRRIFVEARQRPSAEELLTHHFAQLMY
* = called active by the depositor; . = not tested or not shown.

Structure	NALP1 yeast inh	GPR7 antagonist	OXTR ag	FID counter	M18AAP inhibitor	MEKK2 mut-MEK5	MEKK2wt PB1 HTS	PHOSPHO1 inh	MEKK3 PB1 HTS
O=C1CC(c2ccccc2)CC(O)=C1C=NCCN1CCN(C(=S)Nc2cccc(Cl)c2)CC1 (stereo not given)	10	8	3.9	-7	-5	0	103	32	102
Cc1ccc(-c2cc(C(=O)O)n[nH]2)s1	-16	-4	-0.3	-2	-9	0	100	11	99
COc1ccccc1-n1c(-c2ccco2)n[nH]c1=S	-2	-3	2.9	-5	13	2	102	54	102
COc1ccc(/C=C/C(=O)NCc2nc3ccccc3[nH]2)cc1OC	-23	-13	0.0	-8	-10	-7	95	7	96
COC(=O)CSc1cccc2c1C(=O)CC2c1ccccc1 (stereo not given)	-2	13	-2.3	-24	2	9	109	31	104
Cc1cccc(NS(=O)(=O)c2cc(C(=O)N3CCCC3)ccc2Cl)c1	28	2	0.2	-20	3	-2	86	14	93
O=c1[nH]c(/C=C\c2cccc(O)c2)nc(O)c1[N+](=O)[O-]	9	-11	0.0	0	6	5	106	24	101
Clc1ccc(CONc2ncnc3nonc23)c(Cl)c1	0	-9	3.4	-7	1	-9	99	-3	101
COc1ccc(CNCCC(c2ccc(OC(C)C)cc2)c2ccccc2OC)cc1 (stereo not given)	22	23	15	22	-3	47*	193*	20	112
Cc1cccc(C)c1OCC(=O)NNC(=O)c1ccoc1C	13	-13	-0.7	0	2	14	111	-1	105
O=C(COc1ccc(Br)cc1)Nc1ccccc1C(=O)N1CCOCC1	8	-5	1.4	-16	-11	5	106	8	101
COc1ccc(-c2ccnc3c(C(=O)O)cnn23)cc1	2	-4	-0.7	6	1	-10	91	-13	100
Cc1ccc(CN(C(=O)CNC(=O)c2cccs2)C(C(=O)NCC2CCCO2)c2ccccc2)cc1 (stereo not given)	46	-15	1.9	-37	5	9	113	33	121
COC(=O)c1nnn(CC(=O)Nc2cc(Cl)ccc2C)c1C(=O)OC	6	-5	6.0	-7	-6	4	103	7	103
CC(=O)c1c(C(C)=O)c(C)n(NC(=O)c2ccncc2)c1C	2	-9	1.8	6	6	4	105	32	105
COC(=O)C1=C(C)N(c2cccc3ccccc23)C(=O)C1	8	-9	-0.3	-18	3	-1	85	0	97
COC(=O)c1ccccc1NC(=O)CSc1nc(N)cc(=O)[nH]1	12	-5	-0.7	2	-5	1	85	25	105
O=C(COC(=O)c1cccs1)NCc1ccco1	-2	.	-0.1	.	.	13	106	3	105
CC/C(=N\NS(C)(=O)=O)c1ccccc1	44*	-10	0.4	-1	-4	-2	99	26	100
CN(c1ccc(OCC(=O)N2CCOCC2)cc1)S(=O)(=O)c1ccc(F)cc1	2	-9	2.8	-17	0	-5	96	-10	102

An excerpt of these results, with two lines to a compound.
Under each structure: NALP1 yeast inh	GPR7 antagonist	OXTR ag	FID counter	M18AAP inhibitor	MEKK2 mut-MEK5	MEKK2wt PB1 HTS	PHOSPHO1 inh	MEKK3 PB1 HTS
O=C1CC(c2ccccc2)CC(O)=C1C=NCCN1CCN(C(=S)Nc2cccc(Cl)c2)CC1 (stereo not given)
→ 10	8	3.9	-7	-5	0	103	32	102
COc1ccccc1-n1c(-c2ccco2)n[nH]c1=S
→ -2	-3	2.9	-5	13	2	102	54	102

More entries.
Structure	NALP1 yeast inh	GPR7 antagonist	OXTR ag	FID counter	M18AAP inhibitor	MEKK2 mut-MEK5	MEKK2wt PB1 HTS	PHOSPHO1 inh	MEKK3 PB1 HTS
CCN(CC)S(=O)(=O)c1ccc(N2CCOCC2)c(NC(=O)C2=COCCO2)c1	8	-7	-0.1	-33	-12	3	96	23	99
O=C(CCCNC(=O)c1ccc(Cl)cc1)NCc1ccccc1Cl	-42	9	-1.4	-20	6	14	103	-85	101
Cc1cc(C)c2c(c1)c1nnc(SCCN3CCCCC3)nc1n2C	9	13	.	5	5	-1	110	1	95
NC(=S)N/N=C1/CCSc2ccc3ccccc3c21	-7	-11	-1.9	-11	18	-2	91	-7	93
COc1ccc(/C=N/NC(=O)c2cc(C)on2)c2ccccc12	-3	-14	-2.5	-9	-11	7	107	19	103
CC(/C=C1\SC(=S)N(CC(=O)O)C1=O)=C\c1ccccc1	-6	-8	-0.1	-8	-2	0	100	36	101
COC(=O)c1ccc(CSc2nc3sc(C(=O)O)c(C)c3c(=O)[nH]2)cc1	12	-10	9.6	-15	6	1	99	56	97
Cc1nc(N/C(N)=N/S(=O)(=O)c2ccc([N+](=O)[O-])cc2)nc2ccccc12	22	12	-1.3	-4	2	0	109	-9	105
Cc1ccc(S(=O)(=O)N(C)CC(=O)N2CC(C)OC(C)C2)cc1 (stereo not given)	16	-9	0.0	-9	-2	7	107	8	104
Cn1c(=O)c2c(ncn2Cc2nnc(N)s2)n(C)c1=O	-6	-4	0.0	3	0	-3	98	6	98
C#CCNC(=O)C1=C[C@@H](c2cn(C(C)=O)c3ccccc23)C[C@@H](OCc2ccc(CO)cc2)O1	11	-2	7.6	-36	-4	2	102	35	103
O=S(=O)(c1cccc2nsnc12)N1CCCC1	3	-10	0.7	-1	-17	4	105	-8	99
COC(=O)c1ccc(Cn2nc(C(F)(F)F)cc2C)cc1	8	7	0.0	3	-4	3	100	50	99
CCC/C(=N/NC(=O)c1csc(C)c1C)c1ccc(Cl)s1	13	8	-2.1	-4	-9	7	107	6	108
CCOC(=O)C1=C(C)NC(=O)NC1c1ccc(OCC(=O)Nc2ccccc2)c(OC)c1 (stereo not given)	11	-2	0.9	-31	2	0	105	10	102
COc1ccc(CNCc2ccc(F)cc2)c(OC)c1	-10	-6	0.7	5	1	9	105	.	98
CN(C)S(=O)(=O)c1cccc(NC(=O)NCCCl)c1	1	-7	-0.3	0	3	-9	91	8	89
Cc1c(C(=O)Nc2ccc(Cl)cc2)c2ccccn2c1CCc1ccncc1	27	7	2.6	-2	9	4	106	-9	104
Cn1c(=O)oc2cc(S(=O)(=O)N3CCCC(C(=O)NC4CCCc5ccccc54)C3)ccc21 (stereo not given)	6	-7	-0.1	-11	0	14	111	-2	112
Cc1ccccc1OC(=O)CCC(=O)OCCCC(F)(F)C(F)(F)F	25	-8	-1.7	-8	-8	11	99	-25	98

Going on with the list.
| SMILES | NALP1 yeast inh | GPR7 antagonist | OXTR ag | FID counter | M18AAP inhibitor | MEKK2 mut-MEK5 | MEKK2wt PB1 HTS | PHOSPHO1 inh | MEKK3 PB1 HTS |
| --- | --- | --- | --- | --- | --- | --- | --- | --- | --- |
| O=S(=O)(c1ccc(Cl)cc1)N1CCn2c1nc1ccccc12 | -3 | 7 | -0.7 | 1 | -10 | 3 | 108 | 21 | 96 |
| Cc1ccc(S(=O)(=O)N2CCOCCOCCOCCOCCOCC2)cc1 | 19 | -9 | -0.2 | -24 | -4 | 3 | 108 | -8 | 108 |
| COc1ccc(S(=O)(=O)N2CCOCC2)cc1NS(=O)(=O)/C=C/c1ccccc1 | -3 | 1 | 0.9 | 6 | -1 | -4 | 95 | -36 | 100 |
| COc1ccc(NC(=O)CN(C)C(=O)c2cc(-c3ccncc3)nc3ccccc23)cc1 | 3 | -18 | 1.7 | -10 | -7 | 6 | 112 | 43 | 106 |
| CC12CN(S(=O)(=O)c3ccccc3)CC(C)(CN(S(=O)(=O)c3ccccc3)C1)C2 | 2 | -6 | 0.3 | -3 | -8 | 7 | 101 | -14 | 104 |
| Cc1nc2ccc(NC(=O)c3ccc(S(=O)(=O)N(C)c4ccccc4)cc3)cc2s1 | 29 | -10 | 4.9 | -22 | 2 | 0 | 115 | -3 | 102 |
| CNS(=O)(=O)c1cccc(C(=O)OCC(=O)N(Cc2ccccc2)C(C)(C)C)c1 | 9 | -8 | 0.5 | -28 | 1 | -4 | 106 | 4 | 110 |
| COc1ccc(C(=O)Nc2nc3cc(OC)c(OC)cc3c(=O)[nH]2)cc1 | -2 | 4 | -0.5 | -1 | 0 | 0 | 97 | -10 | 100 |
| O=C(Cn1ncn2c(cc3ccccc32)c1=O)NCCC1=CCCCC1 | 10 | 22 | -1.7 | -19 | 2 | -5 | 98 | -16 | 99 |
| Cc1ccc(/C(O)=C2/C(=O)C(=O)N(CCN3CCOCC3)C2c2ccccn2)cc1 (stereo not given) | -6 | 3 | 0.3 | 7 | -3 | 10 | 113 | -8 | 106 |
| COC(=O)c1ccccc1NC(=O)Nc1nnc(N2CCCCC2C)s1 (stereo not given) | 28 | 0 | 1.0 | -9 | 2 | -3 | 97 | -11 | 107 |
| O=C(CN1C(=O)c2ccccc2C1=O)N(CCO)Cc1ccccc1 | 3 | 9 | . | -11 | 1 | 0 | 103 | -8 | 100 |
| COc1ccc(C(=O)N/C(N)=N/c2nc3ccccc3o2)cc1 | 9 | -17 | -0.1 | -10 | 0 | -2 | 88 | 9 | 89 |
| O=C(O)c1ccc(-n2cccc2/C=N\NC(=O)c2cc3cc(Br)ccc3o2)cc1 | . | -13 | -1.4 | -27 | -2 | -6 | 95 | 32 | 99 |
| O=c1c(Cc2c(F)cccc2Cl)c(O)ccn1CCCN1CCOCC1 | 10 | 1 | 0.7 | 4 | -7 | -9 | 79 | 34 | 83 |
| Oc1cc2c(cc1CN1CCc3ccccc3C1)OCO2 | -7 | -2 | -0.2 | -4 | 37* | 6 | 102 | 13 | 102 |
| COc1ccc(Cl)cc1NC(=O)C(C)N(C)Cc1cccc(Cl)c1Cl (stereo not given) | 30 | -17 | -0.4 | -3 | -10 | 4 | 102 | 1 | 107 |
| Cc1cccc(OCc2nnc(SCC(=O)Nc3cccc(C(=O)N4CCOCC4)c3)n2C)c1 | 24 | 0 | 0.2 | -30 | -7 | -5 | 97 | -15 | 91 |
| Cc1cc(C)n(/C(=C\N(C)C)C(=O)c2cccc([N+](=O)[O-])c2)n1 | 7 | -19 | 0.3 | -8 | -1 | -2 | 93 | 24 | 93 |
| CCOc1ccc(S(=O)(=O)N2Cc3ccccc3CC2C(=O)NCCCn2ccnc2)cc1 (stereo not given) | 10 | -1 | -2.0 | 12 | 1 | 5 | 110 | 1 | 100 |

One compound at a time, as listed above.
`COC(=O)c1ccccc1NC(=O)Nc1nnc(N2CCCCC2C)s1` (stereo not given) as listed: NALP1 yeast inh = 28; GPR7 antagonist = 0; OXTR ag = 1.0; FID counter = -9; M18AAP inhibitor = 2; MEKK2 mut-MEK5 = -3; MEKK2wt PB1 HTS = 97; PHOSPHO1 inh = -11; MEKK3 PB1 HTS = 107
`CCOc1ccc(S(=O)(=O)N2Cc3ccccc3CC2C(=O)NCCCn2ccnc2)cc1` (stereo not given) as listed: NALP1 yeast inh = 10; GPR7 antagonist = -1; OXTR ag = -2.0; FID counter = 12; M18AAP inhibitor = 1; MEKK2 mut-MEK5 = 5; MEKK2wt PB1 HTS = 110; PHOSPHO1 inh = 1; MEKK3 PB1 HTS = 100
`Cn1c(=O)c2c(ncn2Cc2nnc(N)s2)n(C)c1=O` as listed: NALP1 yeast inh = -6; GPR7 antagonist = -4; OXTR ag = 0.0; FID counter = 3; M18AAP inhibitor = 0; MEKK2 mut-MEK5 = -3; MEKK2wt PB1 HTS = 98; PHOSPHO1 inh = 6; MEKK3 PB1 HTS = 98
